# FUS suppressor = qHTS for Suppressors of FUS Proteinopathy: Primary screen using FUS-linked yeast assay | S. cerevisiae FUS-expressing, growth rescue, OD600, 24 h | Potency, µM (doses to about 76.6 µM), for inactives: at the top dose growth rescue (activation), hits mostly activators | actives 0.24% (n = 390,000);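 also: potency is read from the fitted curve at half-maximal effect; plate controls were DMSO vehicle for no effect and reference control for full effect; nearly all actives have a fitted effect of over 55% in size; some results filed as inactive show a strong effect at the top dose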
#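 Quantitative HTS measuring growth restoration of FUS-toxic yeast. Galactose-induced cells (OD 0.005) were exposed 24hr at 30C to compounds at several concentrations, then absorbance at 600 nm was recorded.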
# TDP-43 yeast inh = qHTS of TDP-43 Inhibitors | AID 652104, 2013 | Potency, µM (top dose mostly 46.1 µM), without a hit: top-dose growth rescue (activation), usual class: activators | TDP-43 expressing yeast growth rescue, BacTiter-Glo, 24 h | actives 1.8% (n = 410,000); also: potency is read from the fitted curve at half-maximal effect; % of control where 0% means no effect; nearly all actives have a fitted effect of over 50% in size
#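 Cell-based yeast growth screen: TDP-43 expression induced in galactose, inoculum OD600=0.02 after raffinose pregrowth to mid-log. Read-out BacTiter-Glo luminescence at 24 hr, 30 deg C; inhibition of toxicity seen as signal increase.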
# EPAC2 agonist = qHTS for Agonist of cAMP-regulated guanine nucleotide exchange factor 4 (EPAC2): primary screen; Rap guanine nucleotide exchange factor 4 (Homo sapiens), Q8WZA2; Potency, µM (series often up to 154 µM), without a hit: at the top dose activation, actives largely listed as activators; EPAC2 activation, biochemical qHTS; response scale: 100% = 6.5 mM cAMP response; actives 0.079% (n = 360,000); also: potency is read from the fitted curve at half-maximal effect; nearly all actives have a fitted effect of over 50% in size
#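 qHTS, titration series. 100 nM EPAC2 / 250 nM Rap1B-BODIPY-GDP / 50 uM GDP; RT; ex 480/em 540 nm, 5-min reads to 30 min. Norm. to 6.5 mM cAMP = activation.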
# EPAC2 antag = qHTS for Antagonist of cAMP-regulated guanine nucleotide exchange factor 2 (EPAC2): primary screen; EPAC2 GEF exchange of Rap1B-BODIPY-GDP, fluorescence; Rap guanine nucleotide exchange factor 4 (Homo sapiens), Q8WZA2; actives 0.18% (n = 360,000); AID 720708, 2013; Potency, µM (top dose mostly 114 µM), for the others: at the highest dose activity, negative = inhibition, usual class: inhibitors; also: potency is read from the fitted curve at half-maximal effect; % is scaled to controls: 0 for no effect and ±100 for the full control effect; nearly all actives have a fitted effect of over 45% in size; many of its hits are not listed in these tables
# aSyn rescue = qHTS of alpha-syn Inhibitors; Yeast expressing alpha-synuclein, growth rescue, BacTiter-Glo, 24 h; Potency, µM (series often up to 46.1 µM), without a hit: at the highest dose growth rescue (activation), usual class: activators; actives 0.14% (n = 370,000); AID 652106, 2013; also: potency is read from the fitted curve at half-maximal effect; % of control where 0% means no effect; nearly all actives have a fitted effect of over 65% in size
#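 Readout is rescue of growth in alpha-synuclein-expressing yeast, so inhibitors of toxicity appear as activators. Growth after 24 hr at 30 deg C in galactose medium is quantified by luminescence.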
# D3 ag = qHTS of D3 Dopamine Receptor Agonist: qHTS; D3R DiscoveRx beta-arrestin cells, luminescence, 90 min; max activation, %; actives 0.58% (n = 410,000); AID 652048, 2013; in the data active = max activation above about 30%; also: 0% is about no effect; mostly tested at two doses, the higher about 12 µM
# Target sequence (P35462 whole entry, looked up): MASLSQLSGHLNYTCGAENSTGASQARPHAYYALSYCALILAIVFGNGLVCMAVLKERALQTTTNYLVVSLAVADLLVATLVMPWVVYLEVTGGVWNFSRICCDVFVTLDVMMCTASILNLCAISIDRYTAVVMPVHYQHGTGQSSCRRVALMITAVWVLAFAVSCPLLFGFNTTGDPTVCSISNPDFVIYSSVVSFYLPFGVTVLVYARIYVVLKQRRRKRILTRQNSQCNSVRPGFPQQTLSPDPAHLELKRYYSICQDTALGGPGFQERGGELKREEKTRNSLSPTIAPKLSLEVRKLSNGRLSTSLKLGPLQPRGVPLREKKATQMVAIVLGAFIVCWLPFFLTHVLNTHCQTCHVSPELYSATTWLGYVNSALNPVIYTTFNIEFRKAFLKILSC
#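 Cells at 1500/well, incubated overnight, then treated with pinned compounds (dopamine as control) for 90 min at 37 degrees C. DiscoveRx reagent added for 30 - 60 minutes at room temperature; luminescence read.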
# DRD3 antagonist = qHTS of D3 Dopamine Receptor Antagonist: qHTS | D(3) dopamine receptor (Homo sapiens), P35462 | D3R cells, DiscoveRx beta-arrestin luminescence, antagonist mode; stronger effect = lower value | actives 2.5% (n = 360,000) | max response, negative = inhibition, %; in the data active = max response below about -50%; inconclusive = no clear call, values can overlap the other calls; also: % is scaled to controls: 0 for no effect and ±100 for the full control effect; mostly tested at two doses, the higher about 12 µM
#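 Cells plated overnight at 1500 cells/well, then exposed to library compounds with dopamine controls for 90 minutes at 37 degrees C. DiscoveRx reagent added for 30–60 minutes at room temperature; luminescence read, quantitative HTS format.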
# Abeta rescue = qHTS for compounds that reverse cellular toxicity of Amyloid beta (A-beta) peptide in yeast: Primary Screen | actives 0.063% (n = 410,000) | Potency, µM (titrated, usually from 46.1 µM), without a hit: at the highest dose growth rescue, actives largely listed as activators | yeast expressing A-beta42, growth rescue, OD600, 48 h; response scale: 0% DMSO, 100% iron-clioquinol control; also: potency is read from the fitted curve at half-maximal effect; nearly all actives have a fitted effect of over 55% in size
#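 Growth rescue measured by 600 nm absorbance after 48 h yeast culture at 30 C with compound. Values normalized between DMSO and an equimolar ferric chloride plus clioquinol control.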
# Numbers without * were called inactive; ? = inconclusive; / = not tested or not shown; [ ] = remark or other dose. Unless noted, calls follow the shape of the dose curve; as a rule, active = well fitted curve in the direction sought with a large enough effect; inconclusive = small, poorly fitted or top-dose-only effect, or another doubt; inactive = no such curve, though single readings can be large; an effect the other way counts as inactive or inconclusive. This is a subset; count on the stated rates, not on these rows.
# A first look (5 entries):
SMILES,FUS suppressor,TDP-43 yeast inh,EPAC2 agonist,EPAC2 antag,aSyn rescue,D3 ag,DRD3 antagonist,Abeta rescue
O=C(NCc1ccco1)c1ccc(-c2cccc(Cl)c2)o1,15%,-8%,-11%,6%,6%,-3,-1,-9%
COc1nc(N(C)S(=O)(=O)c2ccc(C)cc2)nc(C)c1Cl,20%,-15%,6%,-2%,0%,-17,21,-10%
CC1C/C(=N\NC(=O)c2ccc([N+](=O)[O-])cc2)CC(C)(C)C1 (stereo unspecified),-25%,16%,4%,-1%,-3%,-8,-5,10%
O=C(CSc1ncnc2nc[nH]c12)NCCc1ccccc1,7%,1%,-4%,-7%,1%,0,10,-7%
CCNc1nc(OC)nc(Oc2ccc(=O)[nH]n2)n1,-19%,31%,/,/,1%,3,/,-4%

# The whole of this part, from the start:
SMILES,FUS suppressor,TDP-43 yeast inh,EPAC2 agonist,EPAC2 antag,aSyn rescue,D3 ag,DRD3 antagonist,Abeta rescue
O=C(NCc1ccco1)c1ccc(-c2cccc(Cl)c2)o1,15%,-8%,-11%,6%,6%,-3,-1,-9%
COc1nc(N(C)S(=O)(=O)c2ccc(C)cc2)nc(C)c1Cl,20%,-15%,6%,-2%,0%,-17,21,-10%
CC1C/C(=N\NC(=O)c2ccc([N+](=O)[O-])cc2)CC(C)(C)C1 (stereo unspecified),-25%,16%,4%,-1%,-3%,-8,-5,10%
O=C(CSc1ncnc2nc[nH]c12)NCCc1ccccc1,7%,1%,-4%,-7%,1%,0,10,-7%
CCNc1nc(OC)nc(Oc2ccc(=O)[nH]n2)n1,-19%,31%,/,/,1%,3,/,-4%
c1ccc(Cn2nnc3c(N4CCOCC4)ncnc32)cc1,-1%,28%,3%,-10%,0%,-4,19,-2%
O=C(CN1CCCCC1)N1c2ccccc2Oc2ccccc21,10%,-5%,-2%,13%[57.1 µM],4%,-1,12,19%
COC(=O)c1nc2n(n1)C(c1cccc(Cl)c1)C1=C(CCCC1=O)N2 (stereo unspecified),-1%,7%,16%,-5%,-2%,-8,-2,-3%
CCCS(=O)(=O)NCCc1sc2nc(-c3ccc(F)cc3)nn2c1C,-5%,24%,/,/,/,9,/,0%
Cc1cc(C)c(OCC(O)CN2CCN(C(=O)c3ccccc3)CC2)c(C)c1 (stereo unspecified),-3%,4%,0%,11%,-2%,0,-3,-5%
CCOc1ccc(NCc2nc3ccccc3n2CCOc2ccc(C)cc2)cc1,?,?,/,/,/,5,/,?
COc1cccc(C(=O)Nc2nc(-c3ccc4c(c3)OCO4)cs2)c1,1%,-24%,16%,2%,-13%,3,23,-7%
CCCc1c(-c2cccc(Cl)c2)ncn1Cc1cccc(-c2ccccc2)c1,33%,?,17%,-7%,-8%,52*,-19,12%
CCc1cc2cc3c(cc2nc1SCC(=O)OC(C)C)OCO3,18%,-8%,?,?,1%,0,-1,-2%
COc1ccccc1N(CC(=O)NC1CCCC1)S(=O)(=O)c1ccc(C)cc1,14%,-1%,5%,-6%,8%,8,16,12%

# Sorted by count of non-hydrogen atoms (smallest number first): part of the list above.
SMILES,FUS suppressor,TDP-43 yeast inh,EPAC2 agonist,EPAC2 antag,aSyn rescue,D3 ag,DRD3 antagonist,Abeta rescue
CC1C/C(=N\NC(=O)c2ccc([N+](=O)[O-])cc2)CC(C)(C)C1 (stereo unspecified),-25%,16%,4%,-1%,-3%,-8,-5,10%
COC(=O)c1nc2n(n1)C(c1cccc(Cl)c1)C1=C(CCCC1=O)N2 (stereo unspecified),-1%,7%,16%,-5%,-2%,-8,-2,-3%
Cc1cc(C)c(OCC(O)CN2CCN(C(=O)c3ccccc3)CC2)c(C)c1 (stereo unspecified),-3%,4%,0%,11%,-2%,0,-3,-5%
CCOc1ccc(NCc2nc3ccccc3n2CCOc2ccc(C)cc2)cc1,?,?,/,/,/,5,/,?

# Going on with the list.
SMILES,FUS suppressor,TDP-43 yeast inh,EPAC2 agonist,EPAC2 antag,aSyn rescue,D3 ag,DRD3 antagonist,Abeta rescue
S=C(NCC1CCCO1)Nc1ccccc1Cl (stereo unspecified),/,21%,2%,13%,-1%,9,13,2%
CCC(=O)Nc1c(C(=O)Nc2cccc(OC)c2)oc2ccccc12,1%,-3%,10%,3%,-4%,-18,24,0%
CCOc1cc(/C=N\NC(=O)c2c(C)nc3ccccn23)ccc1O,16%,-13%,-1%,8%,1%,6,23,-11%
CNC(=O)/C(C#N)=C/c1cccc(Oc2ccccc2)c1,0%,-18%,4%,-15%,10%,1,-12,28%
COc1cc(S(=O)(=O)N2CCC(c3nc4ccccc4s3)CC2)ccc1S(=O)(=O)N1CC(C)CC(C)C1 (stereo unspecified),-21%,-13%,-2%,-4%,1%,-34,-21,-5%
Cc1ccc2nc(SCC(=O)NC3CCCc4ccccc43)[nH]c2c1 (stereo unspecified),-14%,11%,-23%,-8%,-1%,-5,-1,7%
Cc1cc2nc(SCC(=O)Nc3ccccc3C(=O)O)[nH]c2cc1C,11%,-7%,8%,2%,0%,3,7,-16%
Cc1cc2[nH]c3c4ccccc4nc(C)c3c2cc1C,2%,18%,13%,-8%,1%,-3,18,-69%[inhibitor]
O=C(Nc1ccccc1)c1cc2ccccc2o1,14%,-8%,0%,6%,-6%,-12,-20,-71%[inhibitor]
COc1ccc(-c2c(-c3ccccc3OC)oc3ccccc23)cc1F,-3%,26%,3%,?,10%,-6,5,3%
CC1CCN(Cc2nnnn2-c2ccc(Cl)cc2)CC1,-5%,2%,6%,-9%,-3%,-1,?,6%
COc1cc(C(F)(F)F)c(C(=O)NCc2cccc(Cl)c2)cn1,-6%,30%,5%,4%,3%,2,9,1%
O=C(NC(=S)NCc1cccnc1)c1cccc2ccccc12,-13%,-8%[9.22 µM],8%,-11%,1%,0,-18,-3%
Cc1ccc(NC(=O)Cn2c([N+](=O)[O-])cnc2C)cc1Cl,10%,-4%,8%,11%,0%,6,12,-10%
CC(C)(C)c1cc(NC(=O)Nc2ccccc2OC(F)(F)F)no1,-3%,1%,-6%,-10%,8%,1,32,3%
CCCCCCn1cc(CN(C)C2CN(Cc3cn(CCCCCC)nn3)S(=O)(=O)C2)nn1 (stereo unspecified),32%,16%,-6%,2%,-8%,-4,-12,0%
Cc1cc(NC(=S)NC(=O)/C=C/c2ccc(S(=O)(=O)N3CCOCC3)cc2)ccc1Br,?,-15%,11%,-5%,-5%,-9,-25,4%
CC(=O)c1ccc(N2CCN(S(=O)(=O)c3ccc4c(c3)CC(C)N4C(=O)C3CCC3)CC2)cc1 (stereo unspecified),6%,?,/,/,/,3,/,0%
COc1ccc(NC(=O)Nc2nnc(C(C)(C)C)s2)cc1,19%,12%,3%,2%,1%,2,1,4%
CN(CC(=O)Nc1c(Cl)cccc1Cl)C(=O)c1sccc1-c1ccccc1,50%,?,13%,6%,-3%,-30,-4,23%
O=C(Cn1cc([N+](=O)[O-])cn1)Nc1nc2ccccc2s1,2%,-26%,8%,3%,12%,-16,-18,-11%
O=C(/C=C/c1cccc([N+](=O)[O-])c1)N1CCN(C(=O)c2ccco2)CC1,4%,-8%,7%,-10%,-3%,1,-13,-1%
Nc1nnc2c(C(F)(F)F)nc3ccccc3n12,-2%,-10%,7%,0%,4%,4,5,15%
CN(CC(=O)Nc1ccccc1C(F)(F)F)C(=O)C1CC1,-20%,3%,9%,2%,-6%,3,1,-5%
COc1ccc(-c2noc(CCN3C(=O)c4ccccc4C3=O)n2)cc1OC,-1%,39%,4%,15%,16%,11,41,3%
Cc1ccc(CNC(=O)C2CCN(S(=O)(=O)c3c(C)noc3/C=C/c3c(C)cc(C)cc3C)CC2)cc1,-13%,30%,/,/,/,8,/,11%
CCCCNC(=O)COC(=O)C1CCN(S(=O)(=O)c2ccc3c(c2)OCCO3)CC1,10%,2%,4%,2%,-4%,-11,?,4%
O=C1C2C3C=CC(C3)C2C(=O)N1c1n[nH]c(-c2ccccc2)n1 (stereo unspecified),15%,-8%,5%,6%,-1%,34*,-4,14%
COc1ccc(CCNC(=O)Cn2c(=O)n(-c3ccc(C)c(F)c3)c(=O)c3sccc32)cc1OC,27%,4%,-6%,1%,-3%,30,137,0%
CCCn1nnnc1NC(=O)COc1ccc(CC)cc1,/,27%,-1%,2%,25%,-1,4,10%

# Next part, starting with the last 2 of the part before.
SMILES,FUS suppressor,TDP-43 yeast inh,EPAC2 agonist,EPAC2 antag,aSyn rescue,D3 ag,DRD3 antagonist,Abeta rescue
COc1ccc(CCNC(=O)Cn2c(=O)n(-c3ccc(C)c(F)c3)c(=O)c3sccc32)cc1OC,27%,4%,-6%,1%,-3%,30,137,0%
CCCn1nnnc1NC(=O)COc1ccc(CC)cc1,/,27%,-1%,2%,25%,-1,4,10%
CCC(CO)Oc1cc(NC(=O)c2ccccc2[N+](=O)[O-])c2ncn(C(C)C)c2c1 (stereo unspecified),5%,5%,1%,11%,-2%,0,-5,-7%
CCSc1nnc(NC(=O)[C@@H](NC(=O)c2cccc(C)c2)C(C)C)s1,/,-17%,5%,0%,9%,-23,5,-2%
Cc1nc(NCCCO)c(C#N)c2c1COC(C)(C)C2,11%,3%,-1%,13%,0%,1,9,6%
CC(=O)N1c2ccc(S(=O)(=O)N(C)CC(=O)NC(C)c3ccccc3)cc2CC1C (stereo unspecified),3%,5%,9%,-3%,-13%,1,-3,14%
Cc1ccc(NC(=O)CN(C)C(=O)Cn2nnc(-c3ccccc3C)n2)cc1,/,-5%,-3%,-12%,0%,-18,-3,5%
Cc1cc(C)nc(CCNC(=O)c2cc(COc3c(C)cccc3C)on2)n1,/,?,2%,11%,8%,8,10,-7%
O=c1c2ccccc2nc2n1C(CSCc1ccccc1)CS2 (stereo unspecified),9%,10%,10%,-4%,0%,-8,11,15%
Cc1cccc(N/N=C/c2ccc(C)s2)c1,-3%,17%,0%,5%,-2%,1,2,-1%

# Source: PubChem
